# Nrf2 inh: Nrf2 qHTS screen for inhibitors | A549 ARE-Fluc reporter, luciferase luminescence, 18-24 h | Potency, µM (series often up to 46 µM), without a hit: top-dose activity change, negative = inhibition, most hits filed as inhibitors | 360,000 compounds, 2.1% hits | AID 504444, 2011; note: potency is the fitted concentration of half-maximal effect; % is set by controls: 0 for no effect and ±100 for the full control effect; nearly all actives have a fitted effect of over 60% in size
#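 Cells were seeded and rested 2 h, then exposed to compounds for 18-24 h. CellTiter-Fluor was read first as a viability measure. BugLite was added 15 min before the final luminescent read of ARE-luciferase activity in A549 cells.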
# CCT modulator: High-Throughput Screening for Modulators of Cytosolic Chaperonin Activity. activity change, % (no concentration beside the values), hits read low. 360,000 compounds, 0.3% hits. AID 651819, 2012. purified chaperonin ATPase assay, HTRF ADP detection, 30 min; in the data active = activity change below about -30%; note: % is set by controls: 0 for no effect and ±100 for the full control effect
#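 ATPase activity: ADP formed was measured by HTRF Transcreener (665/615 nm ratio) after 30 min at 37 deg C with 10 uM ATP. Compounds screened at one 76 uM concentration against 40 or 20 nM TRiC in Tris pH 7.4/KCl/MgCl2/DTT buffer.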
# MmCpn inh: Inhibitors of TCP-1 ring complex (TRiC) of Methanococcus maripaludis (MmCpn): qHTS; Chaperonin Mm-Cpn (Methanococcus maripaludis); purified Mm-Cpn ATPase, ADP Transcreener TR-FRET; Potency, µM (doses to about 76.9 µM), for the others: at the highest dose activity, negative = inhibition, usual class: inhibitors; 330,000 compounds, 0.031% hits; AID 504842, 2011; note: potency is the fitted concentration of half-maximal effect; % is set by controls: 0 for no effect and ±100 for the full control effect; nearly all actives have a fitted effect of over 80% in size
#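 Eu-cryptate anti-ADP/ADP-d2 competition gives a ratio inversely related to ADP. Enzyme at 25 nM was pre-exposed to compound for 10 min, then given 10 uM ATP for 30 min, 37°C throughout.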
# EPAC2 agonist: qHTS for Agonist of cAMP-regulated guanine nucleotide exchange factor 4 (EPAC2): primary screen; 360,000 compounds, 0.079% hits; Potency, µM (doses to about 154 µM), for inactives: at the highest dose activation, most hits filed as activators; Rap guanine nucleotide exchange factor 4 (Homo sapiens), Q8WZA2; AID 720711, 2013; EPAC2 activation, biochemical qHTS; response scale: 100% = 6.5 mM cAMP response; note: potency is the fitted concentration of half-maximal effect; nearly all actives have a fitted effect of over 50% in size
# Target sequence (Q8WZA2 whole entry, looked up): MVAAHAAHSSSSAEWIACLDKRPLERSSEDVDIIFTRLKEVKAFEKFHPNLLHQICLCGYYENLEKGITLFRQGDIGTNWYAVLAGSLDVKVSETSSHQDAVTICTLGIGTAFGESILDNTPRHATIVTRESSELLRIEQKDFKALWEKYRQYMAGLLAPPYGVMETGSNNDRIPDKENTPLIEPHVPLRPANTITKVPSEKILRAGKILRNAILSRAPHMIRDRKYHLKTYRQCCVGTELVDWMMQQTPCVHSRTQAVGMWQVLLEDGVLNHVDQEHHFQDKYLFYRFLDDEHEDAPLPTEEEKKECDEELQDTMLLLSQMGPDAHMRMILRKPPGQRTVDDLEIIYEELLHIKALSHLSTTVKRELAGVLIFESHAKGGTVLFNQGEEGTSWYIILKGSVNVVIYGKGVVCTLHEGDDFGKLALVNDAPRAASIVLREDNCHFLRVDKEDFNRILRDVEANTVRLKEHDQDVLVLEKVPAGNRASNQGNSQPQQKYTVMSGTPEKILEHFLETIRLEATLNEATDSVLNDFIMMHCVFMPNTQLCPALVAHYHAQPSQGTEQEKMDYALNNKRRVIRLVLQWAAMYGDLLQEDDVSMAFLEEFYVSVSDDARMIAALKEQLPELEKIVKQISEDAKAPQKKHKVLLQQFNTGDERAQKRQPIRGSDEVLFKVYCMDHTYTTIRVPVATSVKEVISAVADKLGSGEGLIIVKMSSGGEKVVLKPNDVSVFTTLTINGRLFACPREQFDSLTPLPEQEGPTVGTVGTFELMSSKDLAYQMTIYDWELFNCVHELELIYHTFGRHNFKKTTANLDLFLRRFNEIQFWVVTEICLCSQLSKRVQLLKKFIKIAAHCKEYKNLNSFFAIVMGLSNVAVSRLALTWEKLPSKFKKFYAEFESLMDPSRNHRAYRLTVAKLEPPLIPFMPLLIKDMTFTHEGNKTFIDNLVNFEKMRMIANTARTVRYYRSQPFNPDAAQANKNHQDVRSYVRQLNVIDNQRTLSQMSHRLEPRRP
#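 Compounds were added across a concentration range to EPAC2 (100 nM), RAP1B-BODIPY-GDP (250 nM) and GDP (50 uM). After 5 min at room temperature, fluorescence was recorded at 5-min intervals for 30 min.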
# Akt phos inh: HTS Assay for Inhibitors of Akt Phophorylation: Primary Screen; Neuro2A IGF-stimulated pAkt S473 HTRF, 20 min; hits give low values; 360,000 compounds, 0.32% hits; AID 651550, 2012; activity change, % for hits at 50 µM; in the data active = activity change below about -80%; inconclusive = mostly about -51% to -80%; note: % is set by controls: 0 for no effect and ±100 for the full control effect
#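 Neuro2A cells in DMEM with 0.5% FBS, overnight at 37 deg C, given compound at single 50 µM final, then IGF (6 nM final) for 20 min at 37 deg C. Lysed; phospho-Akt Ser473 by HTRF after 24 h, 665/615 ratio.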
# TGFb SMAD3 inh: qHTS for Inhibitors of TGF-b; HepG2 CAGA-GFP TGF-b/SMAD3 reporter, GFP fluorescence, 18 h; TGF-beta stimulated, 500 pg/mL final; Potency, µM (highest dose often 46.1 µM), for the others: at the highest dose activity, negative = inhibition, hits mostly inhibitors; 410,000 compounds, 1.2% hits; AID 588855, 2011; note: potency is the fitted concentration of half-maximal effect; % is set by controls: 0 for no effect and ±100 for the full control effect; nearly all actives have a fitted effect of over 65% in size
#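 HEPG2 CAGA-GFP, 1000 cells/well; 2 h settle, 37 C; cpd via pin tool; TGF-b 500 pg/mL final; 18 h, 37 C; GFP imaging ex488/em500-530; %Activity normalised to -TGF-b and +DMSO controls; CRC fit, curve class.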
# A549 tox: Nrf2 qHTS screen for inhibitors: counterscreen for cytotoxicity | A549 ARE-Fluc cells, CellTiter-Fluor viability, 18-24 h | Potency, µM (highest dose often 46 µM), for the others: at the highest dose activity change, negative = cytotoxicity, hits mostly inhibitors | 390,000 compounds, 0.16% hits; note: potency is the fitted concentration of half-maximal effect; % is set by controls: 0 for no effect and ±100 for the full control effect
#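 A549 ARE-Fluc cells in 5% FBS OPTI-MEM, 5000 cells/well, rested 2 h then exposed to compounds in concentration-response for 18-24 h at 37 °C. Viability by CellTiter-Fluor fluorescence (Ex 405/Em 525) after 30 min; luciferase luminescence (BugLite, 15 min, RT) read afterwards.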
# Nrf2 ARE act: qHTS of Nrf2 Activators. AID 624171, 2012. Potency, µM (series often up to 46.1 µM), for inactives: top-dose activation, actives largely listed as activators. AREc32 ARE-luciferase reporter (MCF7-derived line), luminescence, 24 h. 410,000 compounds, 0.31% hits; note: potency is the fitted concentration of half-maximal effect; % of control where 0% means no effect; nearly all actives have a fitted effect of over 65% in size
#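 For detection, Steady-Glo was added and plates sat 30 min at RT; before that, AREc32_Fluc cells grown overnight in OPTI-MEM/5% FBS had been treated with 23 nL compound for 24 hr at 37 deg C.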
# EPAC2 antag: qHTS for Antagonist of cAMP-regulated guanine nucleotide exchange factor 2 (EPAC2): primary screen; EPAC2 GEF exchange of Rap1B-BODIPY-GDP, fluorescence; Potency, µM (titrated, usually from 114 µM), without a hit: at the top dose activity, negative = inhibition, hits mostly inhibitors; 360,000 compounds, 0.18% hits; AID 720708, 2013; note: potency is the fitted concentration of half-maximal effect; % is set by controls: 0 for no effect and ±100 for the full control effect; nearly all actives have a fitted effect of over 45% in size; many of its hits are not listed in these tables
# The depositor's hits bear a star; i = inactive; ? = inconclusive; nt = not tested or not shown; [ ] = another dose, or the depositor's remark. Unless noted, calls come from the whole dose curve; as a rule, active = well fitted curve in the direction sought with a large enough effect; inconclusive = small, poorly fitted or top-dose-only effect, or another doubt; inactive = no such curve, though single readings can be large; an effect the other way counts as inactive or inconclusive. Only part of the results is shown; rates above refer to the full screens.
# Values run as follows: TGFb SMAD3 inh | Nrf2 ARE act | MmCpn inh | EPAC2 antag | A549 tox | CCT modulator | EPAC2 agonist | Nrf2 inh | Akt phos inh
CC(=O)c1ccc(N(C(=O)Cn2nnc3ccccc32)C(C(=O)NCc2ccccc2)c2ccccn2)cc1 (stereo not given)
  3% | 3.2% | -1% | 5% | 5% | 1.2 | 0% | ? | i
Cc1cccc(C)c1OCC(=O)Nc1c(C(=O)c2ccccc2)oc2ccccc12
  2% | 0.2% | nt | nt | -9% | nt | nt | -3% | nt
Cc1ccc(C(=O)N(CN2CCCC2=O)c2ccc(F)cc2)cc1C
  0% | 0.2% | -2% | 23%[57.1 µM] | 13% | 0.8 | 2% | 18% | i
CC(C)(C)c1cc(NC(=O)CCl)n(-c2ccccc2)n1
  -8% | ? | 1% | 20% | -1% | -2.1 | 10% | -1% | i
COCc1ccc(-c2c(-c3cccc(OC)c3)sc3ccc(OC)cc23)cc1
  ? | 7.9% | -27% | 6% | 1% | 0.0 | -4% | 0% | i
CCn1c(-c2cc(-c3cc(C)ccc3C)nc3ccccc23)n[nH]c1=S
  -15% | -0.8% | 0% | -2% | -1% | -72* | 6% | -11% | i
O=C(Cc1ccc(F)cc1)NC1CCCCCC1
  0% | 2.5% | -2% | 17% | 11% | 1.5 | 1% | 28% | i
COc1ccc(CC(NC(C)=O)C(=O)NC2CCN(c3ncccc3[N+](=O)[O-])CC2)cc1 (stereo not given)
  -26% | -0.3% | 1% | -4% | -12% | -3.5 | 14% | -18% | i
CCC(CC)CN1CCC(CN2C(=O)C(=O)NC[C@@H]2CC(C)C)CC1
  2% | -0.4% | nt | -14% | nt | 0.2 | 2% | nt | i
Cc1cc(=O)oc2cc(OCc3ccc(C(=O)N4CCN(c5ccccc5)CC4)cc3)ccc12
  -3% | 4.6% | -5% | -1% | -8% | -0.7 | 1% | 18µM* | i
CCC(=O)N1CCCc2cc(S(=O)(=O)Nc3ccc(C)c(C)c3)ccc21
  ? | 0.7% | nt | nt | 0% | nt | nt | ? | nt
CC1SC(C)C(=O)N(CC(=O)Nc2ccc3c(c2)OCO3)C1=O (stereo not given)
  ? | 2.6% | 0% | -2% | -1% | -0.8 | 4% | 14% | i
Cc1cccc(NC(=O)CSc2nnc(CSc3nc(C)cc(C)n3)o2)c1
  -7% | -0.4% | 0% | 8% | 1% | -0.6 | 1% | 4% | i
CC(C)OCCCn1c(=NC(=O)c2cccs2)c(C#N)cc2c(=O)n3ccccc3nc21
  3% | 0.1% | -1% | 6% | -7% | 1.1 | 5% | -12% | i
Cc1ccnc(NC(=O)Cn2c(=O)oc3ccccc32)c1
  -8% | -0.3% | -6% | -6% | 6% | -3.9 | 11% | -13% | i
O=c1c2cc3c(cc2nc2sc(Nc4ccc(F)cc4F)nn12)OCO3
  -1% | 0.2% | nt | nt | 0% | nt | nt | 8%[9.27 µM] | nt
Cc1nn(-c2ncc(C(F)(F)F)cc2Cl)c(=O)n1-c1ccc(F)cc1
  -1% | 0.1% | -4% | -10% | -11% | 2.0 | -10% | 1% | i
COC(=O)C1=C(C)Nc2nc(-c3ccccc3)nn2C1c1ccc(C)o1 (stereo not given)
  12% | 5.8% | 0% | -23% | 12% | 1.3 | 15% | ? | i
CCC(NC(=O)c1ccccc1NC(=O)c1ccccc1)C(=O)NNC(=O)CSc1nc2ccccc2o1 (stereo not given)
  -19% | 0.0% | 1% | 0% | -10% | 1.5 | -4% | 15% | i
Cc1nn(Cc2cccc(C(=O)O)c2)c(C)c1[N+](=O)[O-]
  -8% | -0.1% | 4% | 5% | 0% | -1.5 | -2% | 0% | i
O=C(N/N=C1\CCCc2oc(C(=O)O)cc21)c1ccccc1
  0% | 3.1% | 1% | -9% | -1% | -1.5 | 1% | ? | i
Cc1c(C(=O)NCCSCc2ccc(F)cc2)cnn1-c1ccc(Cl)cc1
  -1% | -0.5% | 2% | -9% | 0% | 0.2 | 5% | ? | i
CC(=O)c1ccc(NC(=O)CCc2nnc3ccc(NCc4ccco4)nn23)cc1
  -11% | 18% | -1% | 4% | 3% | -1.2 | 9% | -1% | i
O=C(NCc1ccco1)C(NS(=O)(=O)c1cccc2nsnc12)c1ccccc1 (stereo not given)
  -16% | -0.9% | -1% | -5% | 5% | -2.9 | 9% | 6% | i
COc1ccc(NS(=O)(=O)c2cccc(C(=O)NNC(=O)NCCCl)c2)cc1
  -4% | -0.4% | -1% | -2% | -5% | -3.9 | -2% | -8% | i
O=C(CCc1nnc(Cc2cccc(C(F)(F)F)c2)o1)NC1CC1
  -3% | -0.8% | -1% | -4% | 7% | -2.3 | -3% | 5% | i
CCOC(=O)/C(C#N)=C/c1ccc(N2CCN(Cc3ccccc3)CC2)cc1
  3% | 3.6% | 0% | 133%[activator] | -2% | -0.2 | 89µM* | 6% | i
Cc1ccc(-c2nnc(-c3ccccc3)o2)cc1Br
  -1% | 4.1% | nt | 10% | 2% | -2.6 | 3% | ? | i
O=C(Nc1ccc2c(c1)OCO2)c1cc2ncc(Br)cn2n1
  23% | 2.1% | 3% | 7% | -6% | -3.1 | -9% | 16% | i
CCn1nc(C)c(/C=N/NC(=O)Cn2cncn2)c1C
  0% | 0.7% | 2% | 9% | -1% | -1.9 | 6% | 0% | i

# Given with tabs: part of the list above.
structure	TGFb SMAD3 inh	Nrf2 ARE act	MmCpn inh	EPAC2 antag	A549 tox	CCT modulator	EPAC2 agonist	Nrf2 inh	Akt phos inh
CCC(=O)N1CCCc2cc(S(=O)(=O)Nc3ccc(C)c(C)c3)ccc21	?	0.7%	nt	nt	0%	nt	nt	?	nt
CC1SC(C)C(=O)N(CC(=O)Nc2ccc3c(c2)OCO3)C1=O (stereo not given)	?	2.6%	0%	-2%	-1%	-0.8	4%	14%	i
Cc1cccc(NC(=O)CSc2nnc(CSc3nc(C)cc(C)n3)o2)c1	-7%	-0.4%	0%	8%	1%	-0.6	1%	4%	i
CC(C)OCCCn1c(=NC(=O)c2cccs2)c(C#N)cc2c(=O)n3ccccc3nc21	3%	0.1%	-1%	6%	-7%	1.1	5%	-12%	i

# (more compounds)
# Values run as follows: TGFb SMAD3 inh | Nrf2 ARE act | MmCpn inh | EPAC2 antag | A549 tox | CCT modulator | EPAC2 agonist | Nrf2 inh | Akt phos inh
CCCCN(C(=O)CSc1nnnn1C)C1CCS(=O)(=O)C1 (stereo not given)
  -2% | -1.1% | 1% | 6% | 2% | -1.3 | 15% | 11% | i
Cc1cc(C(=O)N2CCC2(C)C(=O)NS(=O)(=O)c2ccc(F)cc2F)nn1C (stereo not given)
  0% | -0.1% | nt | 1% | nt | -1.0 | 1% | nt | i
O=[N+]([O-])c1cccc(-c2cn(-c3ccccc3)c(=S)[nH]2)c1
  2% | ? | 1% | 4% | -1% | -5.5 | 8% | -10% | i
CC(C)CN(CC(C)C)C(=O)Nc1ccc(F)cc1F
  5% | 0.2% | 2% | 5% | 3% | 0.8 | -8% | 8% | i
Cc1ccc(C(c2nnnn2CS(=O)(=O)c2ccc(C)cc2)N2CCC(C(N)=O)CC2)cc1 (stereo not given)
  -21% | -0.4% | 3% | 3% | -11% | -0.4 | -8% | -11% | i
CCCCCCC(=O)Oc1ccc(N2C(=O)CCC2=O)cc1
  -16% | -0.3% | 3% | 14% | -10% | -0.8 | 10% | 20% | i
CN(Cc1cc2ccccc2[nH]c1=O)C(=O)C1CCCCC1
  -30% | 0.1% | 0% | 14% | -3% | 0.3 | 6% | ? | i
Cn1c(=O)c(=O)n(C)c2cc(S(=O)(=O)N3CCCCCC3)ccc21
  6% | 0.1% | 0% | 2% | 0% | 0.7 | -3% | -10% | i
COc1cc(/C=C/C(=O)c2ccc3c(c2)OCO3)cc(OC)c1OC
  18µM* | ? | -5% | -3% | -1% | -2.4 | 7% | -15% | i
Cc1ccc(CNC(=O)CN(Cc2ccccc2)S(C)(=O)=O)cc1
  -3% | -0.7% | 1% | -10% | 1% | -3.9 | -13% | 1% | i
Cn1c(SCC(=O)Nc2ccccc2Cl)nnc1C1CC1
  -1% | -0.5% | 0% | 15% | 2% | -0.8 | 4% | 2% | i
COc1ccccc1Cc1c(-c2ccc(F)cc2)nc2cc(C)c(Br)c(C)n12
  nt | 12% | nt | 9% | nt | 0.7 | 8% | nt | i
CS(=O)(=O)c1ccc2nc(NC(=O)c3ccc(Cl)nc3)sc2c1
  -19% | 1.5% | -1% | 0% | 1% | 0.0 | 6% | -15% | i
COCCN1CN=C(Nc2nc3ccccc3o2)NC1
  8% | 2.6% | -2% | 3% | -3% | 3.2 | -9% | ? | i
COc1ccc(C2SCCN2S(=O)(=O)c2ccccc2)cc1 (stereo not given)
  -15% | 1.4% | 3% | -11% | 0% | -4.9 | 22% | ? | i
Cc1c(-n2c(=S)[nH]c3ccccc3c2=O)c(=O)n(-c2ccccc2)n1C
  4% | 0.0% | -1% | -19% | ? | 0.8 | 2% | -19% | nt
COc1cc(C2CC(=O)Nc3c2c(=O)[nH]c2ncnn32)ccc1O (stereo not given)
  -2% | 2.6% | nt | nt | -3% | nt | nt | 2% | nt
COc1ccc(OCCOC(=O)c2cccc(-n3cnnn3)c2)cc1
  -12% | 0.0% | -1% | 4% | -2% | -4.8 | 0% | 3% | i

# Screening data (PubChem BioAssay)
